HEK293 tox – cytotoxicity counter-screen for GLP-1 receptor inverse agonists | hit rate 0.13% among 410,000 | AID 624418 | Potency, µM (highest dose often 38.3 µM), for inactives: top-dose activity change, negative = inhibition, usual class: inhibitors | HEK293 cAMP-luciferase reporter cells, luminescence, 24 h;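 further: loss of luciferase light is scored as toxicity; potency means the concentration at half of the fitted maximal effect; on the % scale 0 is the no-effect control and ±100 the full control effect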
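A 23 nL compound transfer followed 12 hours of cell culture at 37 deg C; exposure then lasted 24 hr. Luciferase assay detection reagent was dispensed and plates read for luminescence after a 12 min room-temperature wait.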
FUS yeast rescue – suppressors of FUS proteinopathy in yeast; S. cerevisiae FUS-expressing, growth rescue, OD600, 24 h; Potency, µM (titrated, usually from 76.6 µM), for the others: at the top dose growth rescue (activation), most hits filed as activators; hit rate 0.24% among 390,000; AID 1347120;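 further: potency means the concentration at half of the fitted maximal effect; plate controls were DMSO vehicle for no effect and reference control for full effect; nearly all actives have a fitted effect of over 55% in size; some results filed as inactive show a strong effect at the top dose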
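S. cerevisiae expressing FUS from galactose induction served as the toxicity model. Growth after 24hr at 30C, read as absorbance at 600 nm, indicates suppression of toxicity; compounds dosed at several concentrations.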
Abeta rescue – restores growth of yeast expressing A-beta42 peptide; Potency, µM (top dose mostly 46.1 µM), inactives show top-dose growth rescue, most hits filed as activators; yeast expressing A-beta42, growth rescue, OD600, 48 h; response scale: 0% DMSO, 100% iron-clioquinol control; hit rate 0.063% among 410,000; further: potency means the concentration at half of the fitted maximal effect; nearly all actives have a fitted effect of over 55% in size
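Growth rescue measured by 600 nm absorbance after 48 h yeast culture at 30 C with compound. Values normalized between DMSO and an equimolar ferric chloride plus clioquinol control.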
Mm-Cpn inhibitor – blocks the Methanococcus maripaludis chaperonin Mm-Cpn; purified Mm-Cpn ATPase, ADP Transcreener TR-FRET; Potency, µM (highest dose often 76.9 µM), for inactives: top-dose activity, negative = inhibition, actives largely listed as inhibitors; hit rate 0.031% among 330,000; AID 504842; further: potency means the concentration at half of the fitted maximal effect; on the % scale 0 is the no-effect control and ±100 the full control effect; nearly all actives have a fitted effect of over 80% in size
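TR-FRET (320 nm excitation; 590 and 665 nm emission) reports ADP made from 10 uM ATP by 25 nM enzyme; compounds were preincubated 10 min, reaction run 30 min, both at 37°C.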
aSyn yeast inh – rescues yeast growth from alpha-synuclein toxicity; Yeast expressing alpha-synuclein, growth rescue, BacTiter-Glo, 24 h; Potency, µM (doses to about 46.1 µM), without a hit: at the top dose growth rescue (activation), most hits filed as activators; hit rate 0.14% among 370,000; further: potency means the concentration at half of the fitted maximal effect; % of control where 0% means no effect; nearly all actives have a fitted effect of over 65% in size
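Readout is rescue of growth in alpha-synuclein-expressing yeast, so inhibitors of toxicity appear as activators. Growth after 24 hr at 30 deg C in galactose medium is quantified by luminescence.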
GLP-1R inv ag – acts as inverse agonist at human GLP-1 receptor. HEK293 GLP-1R CRE-luciferase, luminescence, 24 h; GLP-1R form is constitutively active. hit rate 1.6% among 410,000. Potency, µM (doses to about 38.3 µM), for inactives: at the top dose activity change, negative = inhibition, hits mostly inhibitors; further: potency means the concentration at half of the fitted maximal effect; on the % scale 0 is the no-effect control and ±100 the full control effect; nearly all actives have a fitted effect of over 55% in size
Target sequence (P43220 whole entry, looked up): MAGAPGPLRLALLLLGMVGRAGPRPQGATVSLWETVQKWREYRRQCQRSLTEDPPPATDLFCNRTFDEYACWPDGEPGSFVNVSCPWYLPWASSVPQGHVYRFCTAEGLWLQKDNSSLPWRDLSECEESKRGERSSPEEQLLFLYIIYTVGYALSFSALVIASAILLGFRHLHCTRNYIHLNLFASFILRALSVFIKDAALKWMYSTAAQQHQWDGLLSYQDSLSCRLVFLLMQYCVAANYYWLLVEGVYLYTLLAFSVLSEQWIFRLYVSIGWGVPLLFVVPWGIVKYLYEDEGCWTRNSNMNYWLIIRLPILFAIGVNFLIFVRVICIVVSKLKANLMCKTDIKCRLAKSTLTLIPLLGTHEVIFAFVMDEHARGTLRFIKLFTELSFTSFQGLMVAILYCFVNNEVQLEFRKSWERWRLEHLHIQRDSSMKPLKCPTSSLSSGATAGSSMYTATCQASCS
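Luminescence readout: a drop in cAMP-driven luciferase signal flags inverse agonism at a constitutively active GLP-1R stably expressed in HEK293. Compound exposure lasted 24 hr at 37 deg C, 5% CO2.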
PTHR1 agonist – agonists of human PTHR1 parathyroid hormone receptor; Q03431; HEK293 GP2 PTHR1 cells, GloSensor cAMP luminescence, 1 h; Potency, µM (titrated, usually from 115 µM), without a hit: at the top dose activation, most hits filed as activators; hit rate 0.075% among 410,000; further: potency means the concentration at half of the fitted maximal effect; nearly all actives have a fitted effect of over 55% in size; some results filed as inactive show a strong effect at the top dose; inactives centre near -15; many of its hits are not listed in these tables
Target sequence (Q03431 whole entry, looked up): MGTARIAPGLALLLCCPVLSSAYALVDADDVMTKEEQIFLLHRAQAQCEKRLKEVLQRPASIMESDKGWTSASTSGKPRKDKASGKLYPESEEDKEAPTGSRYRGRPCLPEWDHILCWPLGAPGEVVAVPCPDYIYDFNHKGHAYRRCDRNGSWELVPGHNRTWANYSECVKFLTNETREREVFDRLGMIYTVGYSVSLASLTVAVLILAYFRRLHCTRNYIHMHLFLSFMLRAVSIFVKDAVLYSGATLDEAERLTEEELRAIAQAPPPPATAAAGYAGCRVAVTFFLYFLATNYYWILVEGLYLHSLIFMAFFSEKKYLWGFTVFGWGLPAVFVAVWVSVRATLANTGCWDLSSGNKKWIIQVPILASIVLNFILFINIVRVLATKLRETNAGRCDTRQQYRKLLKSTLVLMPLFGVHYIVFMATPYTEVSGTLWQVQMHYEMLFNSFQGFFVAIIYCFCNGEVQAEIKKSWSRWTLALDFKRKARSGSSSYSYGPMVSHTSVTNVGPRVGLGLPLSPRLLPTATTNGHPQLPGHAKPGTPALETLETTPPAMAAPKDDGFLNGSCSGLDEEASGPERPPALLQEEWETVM
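HEK-293-derived GP2 cells expressing PTHR1 and a GloSensor cAMP reporter, 3,000/well, plated overnight, given luciferin plus IBMX (each 0.5 mM as added) for 1 h at 37 °C, then compound for 1 h at 37 °C. Luminescence was read after 15 min at room temperature.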
TDP-43 yeast inh – rescues yeast growth from TDP-43 toxicity; AID 652104; Potency, µM (titrated, usually from 46.1 µM), without a hit: top-dose growth rescue (activation), actives largely listed as activators; hit rate 1.8% among 410,000; TDP-43 expressing yeast growth rescue, BacTiter-Glo, 24 h; further: potency means the concentration at half of the fitted maximal effect; % of control where 0% means no effect; nearly all actives have a fitted effect of over 50% in size
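Yeast cells expressing TDP-43 under galactose induction are exposed to compounds for 24 hr at 30 deg C. BacTiter-Glo luminescence measures growth, so protective compounds score as activators.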
pAkt inh – inhibitors of Akt phosphorylation | hit rate 0.32% among 360,000 | AID 651550 | Neuro2A IGF-stimulated pAkt S473 HTRF, 20 min; active compounds read low | activity change, % for hits at 50 µM; in the data active means activity change below about -80%; inconclusive means mostly about -51% to -80%; further: on the % scale 0 is the no-effect control and ±100 the full control effect
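Single-point screen (50 µM final compound) in Neuro2A cells stimulated 20 min with 6 nM IGF at 37 deg C. After lysis, Ser473-phosphorylated Akt read by HTRF (ex 330 nm, em 615/665 nm) as the 665/615 ratio.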
An asterisk follows results filed as active; i = inactive; ? = inconclusive; nt = not tested or not shown; & = joins results of further samples; [ ] = another dose, or the depositor's remark. Unless noted, the call rests on the fitted dose curve; in most records, active means well fitted curve in the direction sought with a large enough effect; inconclusive means small, poorly fitted or top-dose-only effect, or another doubt; inactive means no such curve, though single readings can be large; an effect the other way counts as inactive or inconclusive. This is a subset; count on the stated rates, not on these rows.

SMILES	TDP-43 yeast inh	Mm-Cpn inhibitor	HEK293 tox	GLP-1R inv ag	PTHR1 agonist	FUS yeast rescue	pAkt inh	aSyn yeast inh	Abeta rescue
CCCn1nc(C(=O)NC2CCCCCC2)c2ccccc2c1=O	8%	-16%	-13%	6%	i	nt	i	3%	-25%
CSCCC(NS(=O)(=O)c1ccc2c(c1)oc(=O)n2C)C(=O)NC1CCCc2ccccc21 (configuration not stated)	23%	0%	-5%	15%	i	30%	i	1%	2%
COc1ccc(NC(=O)Cn2c(=O)n(CCc3ccccc3)c(=O)c3sc4ccccc4c32)cc1	-13%	nt	1%	16%	1%	-21%	nt	nt	-9%
Cc1ccc2c(c1)N(CC(=O)N1CCCCC1C)C(=O)CO2 (configuration not stated)	-17%	-3%	7%	9%	i	-8%	i	0%	-8%
Cc1ccc2cc(CN(CC3CCCO3)C(=S)NCc3ccco3)c(=O)[nH]c2c1 (configuration not stated)	12%	-4%	-1%	-6%	-10%	11%	i	-5%	-4%
CCOc1ccc(CNC(=O)Cn2nc(C)c3c(C)n(-c4ccc(C)cc4)nc3c2=O)cc1	-14%&15%	0%	-1%&-4%	-29%&2%	-9%&-10%	8%&-13%	i	-2%	8%&-2%
O=C(c1ccco1)N1CCN(C(c2cccs2)c2nnnn2C2CCCCC2)CC1 (configuration not stated)	-27%	1%	-2%	0%	2%[57.5 µM]	19%	i	2%	-13%
COc1ccc(Cl)cc1NC(=O)c1cc(=O)c2cc(C)cc(C)c2o1	0%	nt	-12%	4%	i	3%	nt	nt	3%
Cc1cc(OCC(=O)Nc2nnc(C3CC3)s2)ccc1Cl	4%	nt	1%	10%	-19%	-48%	i	-3%	0%
O=[N+]([O-])c1cc(-c2cnc3ccccc3n2)ccc1Cl	10%	4%	14%	-2%	-12%	25%	i	-1%	-11%
CCCC(c1nnnn1CCOC)N(Cc1cc2cc(C)c(C)cc2[nH]c1=O)CC1CCCO1 (configuration not stated)	-20%	-7%	-13%	-6%	-6%[57.5 µM]	20%	i	8%	-8%
Cc1ccc(S(=O)(=O)N2CCOCC2)cc1C(=O)N1CCN(S(=O)(=O)c2ccccc2F)CC1	11%	nt	2%	-11%	-16%	-8%	i	-1%	-1%
Cc1ccc(NC(=O)c2ccc(CN3CC(=O)N4CCCCC4C3=O)cc2)c(C)c1 (configuration not stated)	22%&-3%	-1%	4%&0%	7%&5%	-12%	-9%&-2%	i	1%	-1%&-13%
C/C(=N\NC(=O)COc1ccc2ccccc2c1)c1cccs1	16%	-1%	?	10%	-11%	22%	i	-2%	5%
O=S(=O)(c1ccc(Cl)cc1)N1CCN2CCCC2C1 (configuration not stated)	21%	-5%	3%	6%	-8%	-20%	i	1%	2%
Cc1ccc(S(=O)(=O)c2nc(-c3ccccc3Cl)oc2N(C)C)cc1	-10%	1%	-1%	2%	-8%	-15%	i	10%	15%
Cc1cc(C(=O)N/N=C/c2ccc3ccccc3c2)n[nH]1	-13%	1%	-20%	2%	-77%[inhibitor]	12%	i	1%	-10%
CC(OC(=O)CCN1C(=O)C2CC=CCC2C1=O)C(=O)c1ccc(F)cc1 (configuration not stated)	4%	-2%	11%	11%	-5%	-9%	i	3%[1.84 µM]	9%
CCn1c2c(c(=O)n3ncc(C(=O)Nc4ccc(F)cc4Cl)c13)CN(Cc1ccc(OC)cc1)CC2	3%	nt	-4%	2%	-67%[inhibitor]	?	nt	nt	-4%
COc1ccccc1N1CCN(C(c2ccc(N(C)C)cc2)c2nnnn2CCc2ccccc2)CC1 (configuration not stated)	2%	-1%	-8%	0%	-24%	48%	i	5%	?
CC1CC(C)CN(C(=O)CSCC(=O)O)C1 (configuration not stated)	3%	-9%	4%	11%	-17%	-20%	i	8%	3%
CCOC(=O)c1ccc(NC(=O)Cc2coc3cc(C)cc(C)c23)cc1	5%	nt	-11%	-24%	-59%[inhibitor]	-7%	nt	nt	11%
CCCCN1C(=O)C(CC(=O)NCC2CCCCC2)CC(C(=O)N(C)C)=C1C (configuration not stated)	21%	nt	-13%	3%	-21%	-12%	i	-3%	3%
Cc1cc2oc(=O)cc(-c3ccccc3)c2c(C)c1-c1ccc(N(C)C)cc1	0%	1%	-5%	?	0%	35%	i	-11%	-8%
COc1ccc(-c2c(-c3cc(OC)cc(OC)c3)n(C)c3ccc(-c4ccc5[nH]ccc5c4)cc23)cc1	-3%	-12%	15%	?	-18%	?	i	-4%	-13%
Cn1c(=O)c2c(ncn2CC(=O)Nc2cc(S(=O)(=O)N3CCCCC3)ccc2Cl)n(C)c1=O	-14%	-1%	6%	9%	-1%	nt	i	-1%	-3%
CC1CCCC(C)N1C(=O)Cn1cc(C#N)c2ccccc21 (configuration not stated)	-14%[9.22 µM]	3%	-2%	-25%	-9%	-2%	i	1%	12%
O=C(c1ccc(Cl)s1)N1CCN(C23CC4CC(CC(C4)C2)C3)CC1	-9%	-9%	8%	15%	i	nt	i	3%	7%
CCN(CC(=O)Nc1ccc(NC(C)=O)cc1)C(=O)c1ccc2c(c1)OCCO2	11%	-1%	-23%	15%	i	-22%	i	1%	-21%
COc1cccc(CNC(=O)CCNS(=O)(=O)c2ccc3c(c2)oc(=O)n3C)c1	-1%&15%	-18%	0%&4%	9%&5%	-21%	-7%&12%	i	-4%	-3%
NC(=O)c1sc(-c2ccsc2)cc1NS(=O)(=O)c1ccc(C(F)(F)F)cc1	-7%	-3%	3%	?	-39%[inhibitor]	-7%	i	-4%	-17%
COc1ccc(N(C(=O)c2snc(C(N)=O)c2N)C(CC(C)C)C(=O)NCC2CCCO2)cc1 (configuration not stated)	1%	-1%	-4%	28%	i	20%	i	10%	5%
COc1ccc(NC(=O)Cn2cccc2)cc1Cl	-17%	-1%	-19%	3%	i	33%	i	-9%	5%
O=C(NCCCN1CCOCC1)c1c(-c2ccccc2)sc2ccccc12	10%	-4%	4%	16%	i	-25%	i	4%	8%
CCN1C[C@@H]2[C@@H]3C(=O)N(C)C(=O)[C@@H]3[C@](CC)(C1=O)N2C(=O)c1ccccc1	3%	nt	-7%	7%	i	-17%	i	0%	3%
Cn1ccnc1C(O)c1ccc(OCc2ccccc2)cc1 (configuration not stated)	-19%	1%	8%	-35%	-16%[57.5 µM]	9%	i	1%	15%
COc1ccc(C(=O)NCc2nnc(SCC(=O)NCCc3ccccc3)o2)cc1	13%	-1%	-4%	8%	-12%	-25%	i	1%	8%
CSCCC(NC(=O)c1ccccc1Cl)C(=O)NNC(=O)c1ccccc1O (configuration not stated)	0%	-2%	11%	-6%	i	-13%	i	1%	-9%
N#CC(=C1CCCC1)c1nc(-c2cc3ccccc3oc2=O)cs1	-11%	-6%	-3%	4%	-32%[inhibitor][57.5 µM]	-10%	i	-5%	13%
Cc1cc[n+](CC2OCc3ccccc3CO2)cc1	23%	2%	-22%	16%	-4%	-7%	i	-1%	1%
C=CC(=O)NC(C)(C)CCN1CCOCC1	8%	-3%	12%	9%	i	3%	i	-1%	-6%
Cc1cccc(CCN(C(=O)c2snc(C(N)=O)c2N)C(C(=O)NCC2CCCO2)c2ccc(F)cc2)c1 (configuration not stated)	-9%	-3%	7%	-27%	-1%	43%	i	9%	11%
CC(=O)Nc1nc2ccc(S(=O)(=O)N3CCCC3)cc2s1	3%	2%	-18%	-13%	i	8%	i	0%	-17%
Cc1ccc(CN2CCCOCCS2(=O)=O)cc1	0%	1%	-6%	16%	-25%	-17%	i	0%	6%
COc1ccc(OC2C(=O)N(Cc3ccc(F)cc3)C2c2ccc(OC)c(OC)c2)cc1 (configuration not stated)	-7%	-1%	11%	1%	i	16%	i	12%	-9%
Cc1cc(NC(=O)C2CC(=O)OC2c2ccccc2)no1 (configuration not stated)	20%	2%	5%	3%	-27%[57.5 µM]	8%	i	-1%	-7%
COc1ccc(N=C2NC(=O)CS2)c([N+](=O)[O-])c1	-7%	2%	-4%	-23%	-25%	22%	i	2%	-6%
Cc1ccc(S(=O)(=O)[N-]c2nc3ccccc3nc2-n2cc[n+](CCC(C)C)c2)cc1	-13%	-1%	49%[activator]	6%	-1%[57.5 µM]	18%	i	19%	-8%
CCOC(=O)c1c(NC(=O)C2C3CCC(O3)C2C(=O)O)sc2c1CCCC2 (configuration not stated)	-18%	-2%	-1%	-8%	-11%	15%	i	12%	-12%
CSCCC(NS(=O)(=O)c1ccc(C)cc1)C(=O)N1CCN(C(c2ccccc2)c2ccccc2)CC1 (configuration not stated)	15%	0%	3%	?	i	?	i	2%	18%
C=CC[C@@H](CC(=O)N[C@H](CO)Cc1ccccc1)C(=O)N[C@H](C)COC(=O)[C@@H](CC=C)Cc1ccc(F)cc1	12%	0%	-4%	-24%	i	24%	i	3%	8%
COc1ccc(C(CNC(=O)c2cc3c(s2)CCC(C)C3)N2CCCC2)cc1 (configuration not stated)	9%	-1%	?	?	-11%	7%	i	0%	1%

High-throughput results deposited in PubChem BioAssay by National Center for Advancing Translational Sciences (NCATS).
